Assay outcomes (PubChem)
OX1R antag-1 – blocks the human orexin 1 receptor; AID 485270; OX1R-expressing cells, FRET antagonist read-out; inhibition, % at 6.6 µM; 1.8% of 330,000 active; in the data active = inhibition mostly above about 38%, no sharp cut-off; inactive = mostly below about 40%;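 also: 0% = agonist challenge alone and 100% = reference antagonist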
Target sequence (O43613 whole entry, looked up): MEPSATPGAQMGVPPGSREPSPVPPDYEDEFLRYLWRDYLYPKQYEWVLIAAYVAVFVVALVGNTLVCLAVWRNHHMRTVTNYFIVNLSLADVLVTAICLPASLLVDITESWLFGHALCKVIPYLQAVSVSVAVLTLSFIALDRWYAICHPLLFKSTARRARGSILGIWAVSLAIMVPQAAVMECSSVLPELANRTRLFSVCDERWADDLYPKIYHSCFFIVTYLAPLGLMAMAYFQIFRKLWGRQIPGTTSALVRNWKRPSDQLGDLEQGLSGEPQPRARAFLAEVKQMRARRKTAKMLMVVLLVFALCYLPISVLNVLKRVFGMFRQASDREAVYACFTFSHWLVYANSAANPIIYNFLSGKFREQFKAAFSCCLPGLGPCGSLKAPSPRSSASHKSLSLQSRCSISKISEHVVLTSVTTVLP
OX1R antag-2 – antagonists of human orexin 1 receptor | O43613 | AID 434989 | CHO/OX1R cells, Fluo-8 calcium fluorescence, orexin A | inhibition, % at 5 µM | 0.43% of 330,000 active;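 active = inhibition above its plate's threshold, mean inhibition of all tested compounds on the plate plus 3 SD, cut at about 37% in these data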;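 also: 0% = orexin A challenge wells and 100% = SB-334867-A antagonist wells; not every result past the cut was called active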
* marks the source's active call; other numbers are inactive results.

Results for O=C1CN(C(=O)COC(=O)CNC(=O)c2ccccc2)c2ccccc2N1 ?
OX1R antag-1: 4; OX1R antag-2: 5

Results for CSCCC(C)N1CCC(Oc2ccc(C(=O)N3CCCC3)cc2)CC1 (configuration not stated) ?
OX1R antag-1: 30; OX1R antag-2: -6

What do the screens show for `Nc1ccc(S(=O)(=O)NC2(C(F)(F)F)NC(=O)N(Cc3ccccc3)C2=O)cc1` (configuration not stated)?
OX1R antag-1: 1; OX1R antag-2: -15

Results for CCOC(=O)c1cccc(NC(=O)CSc2nc(N)cc(N)n2)c1 ?
OX1R antag-1: 7; OX1R antag-2: -6

How did COc1ccc(Oc2nnc(C)c3ccccc23)cc1 do in these assays?
OX1R antag-1: 24; OX1R antag-2: -5

What do the screens show for `CSc1cccc(NC(=O)C2CCCN(S(=O)(=O)c3ccc(F)cc3)C2)c1` (configuration not stated)?
OX1R antag-1: 84*; OX1R antag-2: 53*

How did CN(C)C(=O)c1ccc(OCC(F)(F)F)nc1 do in these assays?
OX1R antag-1: 2; OX1R antag-2: -1

How did COc1ccc(-c2noc(CSc3nnc(Cc4ccccc4)n3-c3ccc(Cl)cc3)n2)cc1 do in these assays?
OX1R antag-1: 26; OX1R antag-2: -4

What do the screens show for `CC1Cc2ccccc2N1C(=O)CSc1nc(-c2ccco2)cc(C(F)(F)F)n1` (configuration not stated)?
OX1R antag-1: 7; OX1R antag-2: -10

Results for Cc1c(Cl)c([N+](=O)[O-])nn1CCCC(=O)Nc1ccc(Cl)cc1Cl ?
OX1R antag-1: 1; OX1R antag-2: -6

What do the screens show for `Cc1ccc(S(=O)(=O)Nc2ccc3c(c2)CC(=O)N([C@H](C)CO)C[C@H](C)[C@H](CN(C)Cc2ccc4c(c2)OCO4)O3)cc1`?
OX1R antag-1: 2; OX1R antag-2: -14

What do the screens show for `Cc1ccc(S(=O)(=O)N2[C@@H](c3ccc(Br)cc3)C(C(=O)O)=CC[C@H]2c2ccc(C(C)C)cc2)cc1`?
OX1R antag-1: 20; OX1R antag-2: 54*

Quoted from the listing for reference:
Results for O=C1CN(C(=O)COC(=O)CNC(=O)c2ccccc2)c2ccccc2N1 ?
OX1R antag-1: 4; OX1R antag-2: 5

Results for CSCCC(C)N1CCC(Oc2ccc(C(=O)N3CCCC3)cc2)CC1 (configuration not stated) ?
OX1R antag-1: 30; OX1R antag-2: -6

What do the screens show for `Nc1ccc(S(=O)(=O)NC2(C(F)(F)F)NC(=O)N(Cc3ccccc3)C2=O)cc1` (configuration not stated)?
OX1R antag-1: 1; OX1R antag-2: -15

Results for CCOC(=O)c1cccc(NC(=O)CSc2nc(N)cc(N)n2)c1 ?
OX1R antag-1: 7; OX1R antag-2: -6

How did COc1ccc(Oc2nnc(C)c3ccccc23)cc1 do in these assays?
OX1R antag-1: 24; OX1R antag-2: -5

What do the screens show for `CSc1cccc(NC(=O)C2CCCN(S(=O)(=O)c3ccc(F)cc3)C2)c1` (configuration not stated)?
OX1R antag-1: 84*; OX1R antag-2: 53*

(listing goes on)
What do the screens show for `O=c1[nH]ncc(NCCCO)c1Cl`?
OX1R antag-1: 12; OX1R antag-2: -4

How did Cc1[nH]c2ccc(C(=O)NCc3ccccn3)cc2c1C do in these assays?
OX1R antag-1: 8; OX1R antag-2: -9

How did CCOC(=O)c1cc2c(n(-c3ccc(C)cc3)c1=O)CCCC2=O do in these assays?
OX1R antag-1: 6; OX1R antag-2: -3

Results for O=C(O)c1cccc(-n2cccc2/C=C2/NC(=O)N(c3cccc(Cl)c3)C2=O)c1 ?
OX1R antag-1: 10; OX1R antag-2: -9

How did Cc1cc2ncc(-c3ncc(C(F)(F)F)cc3Cl)cn2n1 do in these assays?
OX1R antag-1: 7; OX1R antag-2: -16

What do the screens show for `Cc1nc2ccc(C(=O)OCc3ccccc3Br)cc2nc1C`?
OX1R antag-1: 16; OX1R antag-2: -18

How did O=C(C1COc2ccccc2O1)N1CCN(c2nc3ccc([N+](=O)[O-])cc3s2)CC1 (configuration not stated) do in these assays?
OX1R antag-1: 11; OX1R antag-2: -14

How did CCc1nnc(NS(=O)(=O)c2ccc(N/C=C\C(=O)c3ccc4ccccc4c3)cc2)s1 do in these assays?
OX1R antag-1: 35; OX1R antag-2: -5

How did CCOc1ccc(C2/C(=C(/O)c3ccc4c(c3)CC(C)O4)C(=O)C(=O)N2CCCn2ccnc2)cc1OCC (configuration not stated) do in these assays?
OX1R antag-1: 4; OX1R antag-2: -22

What do the screens show for `CC(Oc1ccccc1)C(=O)N=Nc1c(O)[nH]c2ccc([N+](=O)[O-])cc12` (configuration not stated)?
OX1R antag-1: 42; OX1R antag-2: -26

Results for COC(=O)CSc1nc2nc(C)cc(C)n2n1 ?
OX1R antag-1: 24; OX1R antag-2: -3

What do the screens show for `O=[N+]([O-])c1ccc(NC(=S)NCCc2ccc(Cl)cc2)cc1`?
OX1R antag-1: 71*; OX1R antag-2: 64*

The closing five entries of the section above are carried over, then new ones follow.
How did CCc1nnc(NS(=O)(=O)c2ccc(N/C=C\C(=O)c3ccc4ccccc4c3)cc2)s1 do in these assays?
OX1R antag-1: 35; OX1R antag-2: -5

How did CCOc1ccc(C2/C(=C(/O)c3ccc4c(c3)CC(C)O4)C(=O)C(=O)N2CCCn2ccnc2)cc1OCC (configuration not stated) do in these assays?
OX1R antag-1: 4; OX1R antag-2: -22

What do the screens show for `CC(Oc1ccccc1)C(=O)N=Nc1c(O)[nH]c2ccc([N+](=O)[O-])cc12` (configuration not stated)?
OX1R antag-1: 42; OX1R antag-2: -26

Results for COC(=O)CSc1nc2nc(C)cc(C)n2n1 ?
OX1R antag-1: 24; OX1R antag-2: -3

What do the screens show for `O=[N+]([O-])c1ccc(NC(=S)NCCc2ccc(Cl)cc2)cc1`?
OX1R antag-1: 71*; OX1R antag-2: 64*

Results for NC(=O)C1CCN(C(=O)CSc2nc3ccccc3s2)CC1 ?
OX1R antag-1: 26; OX1R antag-2: -6

Results for CCN1C(=S)SC(=O)C1=C1C=C(C)N(CCO)C(C)=C1 ?
OX1R antag-1: 9; OX1R antag-2: -4

Results for Cc1ccc2occ(C3N[C@H](C(=O)O)CS3)c(=O)c2c1 (some centres not stated) ?
OX1R antag-1: 1; OX1R antag-2: -29

What do the screens show for `COc1cc2c(cc1OC)CN(S(=O)(=O)c1cccs1)CC2`?
OX1R antag-1: 9; OX1R antag-2: 6

What do the screens show for `COc1ccc(-c2c(C#Cc3ccsc3)c3cc(-c4ccc(OC)nc4)ccc3n2C)cc1`?
OX1R antag-1: 1; OX1R antag-2: -27

How did COc1ccc(NC(=O)CNc2cccc(C#N)c2)cc1Cl do in these assays?
OX1R antag-1: 16; OX1R antag-2: -13

What do the screens show for `Cc1ccc(OCc2ccoc2C(=O)O)cc1C`?
OX1R antag-1: 9; OX1R antag-2: -1

Results for CC(CCc1ccco1)NC(=O)Cn1nc(Cc2ccncc2)c2ccccc2c1=O (configuration not stated) ?
OX1R antag-1: 15; OX1R antag-2: -35

What do the screens show for `Cc1c(NC(=O)c2cc3nc(-c4ccccc4)cc(C)n3n2)c(=O)n(-c2ccccc2)n1C`?
OX1R antag-1: 44; OX1R antag-2: -14

What do the screens show for `Oc1ccccc1Cn1c(-c2ccccc2O)nc2ccccc21`?
OX1R antag-1: 9; OX1R antag-2: -1

Results for Cc1c(-n2c(SCC(=O)NC(C)C)nc3ccccc3c2=O)c(=O)n(-c2ccccc2)n1C ?
OX1R antag-1: 8; OX1R antag-2: -14

How did COc1ccccc1Nc1nnc(SCC(=O)Nc2nc(-c3ccc(F)cc3)cs2)s1 do in these assays?
OX1R antag-1: 18; OX1R antag-2: -14

Results for COc1ccc(CSCC(=O)Nc2ccccc2)cc1[N+](=O)[O-] ?
OX1R antag-1: 10; OX1R antag-2: -8

How did CCCCNc1c(NC(C)=O)c(=O)oc2ccccc12 do in these assays?
OX1R antag-1: 12; OX1R antag-2: 3

Results for Cc1ccc(S(=O)(=O)NNC(=O)NC23CC4CC(CC(C4)C2)C3)cc1 ?
OX1R antag-1: 7; OX1R antag-2: -14

What do the screens show for `CCOc1ccc(NC(=O)CCN2C(=O)c3ccccc3C2=O)cc1`?
OX1R antag-1: 11; OX1R antag-2: -20

What do the screens show for `C[C@H](NC(=O)[C@@H]1CSC2c3ccccc3C(=O)N21)C(=O)NC1CCCCC1` (some centres not stated)?
OX1R antag-1: 3; OX1R antag-2: -20

What do the screens show for `COc1ccc2c3c([nH]c2c1)C(C)N(C(C)=O)CC3` (configuration not stated)?
OX1R antag-1: 7; OX1R antag-2: -3

How did CC[C@H](C)Cc1cn([C@@H](CCCN=C(N)N)C(=O)NCCCCCCCCCCC(=O)N2CCNCC2)nn1 do in these assays?
OX1R antag-1: 18; OX1R antag-2: -9

Results for CC1(C)c2ssc(=S)c2-c2ccccc2N1C(=O)c1ccco1 ?
OX1R antag-1: 4; OX1R antag-2: -16

How did Cc1sc2nc(CN3CCOCC3)nc(NS(=O)(=O)c3cc(Cl)ccc3Cl)c2c1C do in these assays?
OX1R antag-1: 0; OX1R antag-2: 3

How did COCCN(C(=O)COC(=O)/C=C/c1ccc2ccccc2n1)c1c(N)n(Cc2ccccc2)c(=O)[nH]c1=O do in these assays?
OX1R antag-1: 43; OX1R antag-2: -37

What do the screens show for `CCn1c(C)c(CCC(=O)O)c(=O)n2nc(-c3ccccc3OC)cc12`?
OX1R antag-1: 26; OX1R antag-2: -15

How did Cc1cc(C)c(C(=O)/C=C/c2cccs2)c(=O)[nH]1 do in these assays?
OX1R antag-1: 28; OX1R antag-2: -4

Results for CCOC(=O)CC1C(=O)NCCN1C(=O)Nc1ccccc1 (configuration not stated) ?
OX1R antag-1: 10; OX1R antag-2: 17

Results for CCOC(=O)C1=C(CSc2nc(CC)c(C)cc2C#N)OC(N)=C(C#N)C1c1ccc(OC)cc1 (configuration not stated) ?
OX1R antag-1: 30; OX1R antag-2: 6

Results for CC1SCC(=O)N(CC(=O)Nc2ccc3c(c2)OCCO3)C1=O (configuration not stated) ?
OX1R antag-1: 2; OX1R antag-2: -6

Results for COC(=O)C1(S(=O)(=O)c2ccc(C)cc2)CCOCC1 ?
OX1R antag-1: 12; OX1R antag-2: -5

What do the screens show for `CC(=O)C1=C(C)NC(=O)NC1/C=C/c1ccccc1` (configuration not stated)?
OX1R antag-1: -1; OX1R antag-2: -22

Results for CC1CC(C)CN(S(=O)(=O)c2cccc3nsnc23)C1 (configuration not stated) ?
OX1R antag-1: 27; OX1R antag-2: -7

How did Cc1ccc(NC(=O)Nc2cccc(C)n2)cc1 do in these assays?
OX1R antag-1: 10; OX1R antag-2: -22

Results for O=S(=O)(c1ccccc1)N1CN(Cc2ccc(F)cc2)c2nc3ccccc3nc21 ?
OX1R antag-1: 19; OX1R antag-2: -16

Results for CCCCCCSc1nc2c(c(=O)[nH]c(=O)n2C)n1C ?
OX1R antag-1: 6; OX1R antag-2: -5

Results for COC(=O)c1cc2sc(Cl)cc2n1CC(=O)Nc1cccc(SC)c1 ?
OX1R antag-1: 12; OX1R antag-2: -12

Results for CC(C)(C)c1cc(Cc2ccccc2)[nH]n1 ?
OX1R antag-1: 10; OX1R antag-2: -2

Results for CCC(=O)c1ccc(OCC(=O)OCC(=O)NCCC2=CCCCC2)cc1 ?
OX1R antag-1: 8; OX1R antag-2: -16

What do the screens show for `COc1cc(C(=O)NCCSc2ccc(F)cc2)cc(OC)c1OC`?
OX1R antag-1: 4; OX1R antag-2: -31

How did O=C(Nc1ccc2c(c1)OCO2)C1CC1(Cl)Cl (configuration not stated) do in these assays?
OX1R antag-1: 2; OX1R antag-2: 5

What do the screens show for `COc1ccc(C(=O)Nc2c(C)csc2C(=O)O)cc1`?
OX1R antag-1: 14; OX1R antag-2: 0

How did COC(=O)c1cc(C)sc1NC(=S)N1CCN(CCc2ccccc2)CC1 do in these assays?
OX1R antag-1: -1; OX1R antag-2: -23

Results for O=C(Nc1cc(S(=O)(=O)N2CCOCC2)ccc1N1CCOCC1)c1cnccn1 ?
OX1R antag-1: 15; OX1R antag-2: -3

What do the screens show for `Cc1cc(C)c2c(=O)[nH]n(C3CCCCCC3)c2n1`?
OX1R antag-1: 33; OX1R antag-2: 2

Results for Cn1c(=O)oc2cc(C(=O)c3ccccc3)ccc21 ?
OX1R antag-1: 12; OX1R antag-2: -24

How did O=C(Cn1ccc2ccccc2c1=O)NCCC(=O)N1CCN(C(=O)c2ccco2)CC1 do in these assays?
OX1R antag-1: 4; OX1R antag-2: -2

Results for COc1ccc(N2CCN(C(=O)CCC(=O)N3CCOc4ccc(Cl)cc43)CC2)cc1 ?
OX1R antag-1: 17; OX1R antag-2: -19

Results for O=C(c1sccc1-c1ccccc1)N1CCN(S(=O)(=O)c2ccccc2)CC1 ?
OX1R antag-1: 30; OX1R antag-2: -17

How did CCOC(=O)c1c(NC(=O)CN2CCCCC2)sc2c1CCC(C=O)=C2Cl do in these assays?
OX1R antag-1: 16; OX1R antag-2: -15

What do the screens show for `CCOC(=O)c1nc(N)c(=O)n(-c2ccccc2)n1`?
OX1R antag-1: 17; OX1R antag-2: -4

Results for O=S(=O)(c1ccc(Cl)cc1)N1CCCN(c2ccc(C(F)(F)F)cn2)CC1 ?
OX1R antag-1: 11; OX1R antag-2: -1

How did O=C(N/N=C\c1cc(Br)c(Br)o1)C1COc2ccccc2O1 (configuration not stated) do in these assays?
OX1R antag-1: 3; OX1R antag-2: -39

How did COc1cc(C(=O)Nc2ccccc2N2CCOCC2)ccc1OCc1c(C)noc1C do in these assays?
OX1R antag-1: 23; OX1R antag-2: -17

What do the screens show for `CC(C)n1cnnc1SCC(=O)Nc1cccnc1Cl`?
OX1R antag-1: 0; OX1R antag-2: -4
